# Screening data deposited in PubChem by PCMD.
# Yeast eIF2B = modulators of yeast eIF2B activity; S. cerevisiae eIF2B-epsilon R284H, GCN4-lacZ luminescence; inhibition, % at 25 µM (by protocol); actives 0.91% (n = 27,000); AID 688;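 active = mutant luminescence inhibited past about 50% while wild type luminescence and mutant growth stay under set limits, limit read from the data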; note: some compounds called inactive have numbers as strong as hits
#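 System: Yeast eIF2B-epsilon R284H mutant carrying GCN4–beta-galactosidase fusion | Read-out basis: Percent inhibition, luminescence and growth | Compound: 25 µM single dose | Times: 16 h at 30 °C exposure | Measured by: Luminescence and A595 | Buffer or medium: YPD medium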
# Yeast tox = Compounds toxic to wild-type S. cerevisiae growth | A595 turbidity, 16 h | growth inhibition, % at 25 µM (by protocol) | actives 0.3% (n = 30,000) | AID 685;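 active = mutant and wild-type yeast strains alike exhibit over 30% growth inhibition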;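 note: 0% = untreated cell controls and 100% = YPD media blanks without cells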
#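 System: S. cerevisiae wild-type or eIF2Bepsilon-R284H mutant strain; times: 16 h growth with compound, 30 °C; signal: absorbance at 595 nm (turbidity); measure: growth inhibition (%) versus cell controls and blanks; compound: 25 µM single dose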
# Yeast tox inhibition % = also measured in Yeast tox; calls as there; growth inhibition, %; S. cerevisiae eIF2Bepsilon-R284H mutant growth, A595 turbidity, 16 h;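 each compound tested once at 25 µM; 0% equals untreated cells and 100% equals cell-free medium blanks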
# Yeast eIF2B mutant toxicity = also measured in Yeast eIF2B; calls as there; growth inhibition, %; measured here: mutant yeast growth, toxicity;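 each compound tested once at 25 µM; zero equals untreated control growth and 100 equals blank medium absorbance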
# * = called active by the depositor; · = no result given.
# Below each SMILES – Yeast eIF2B, Yeast eIF2B mutant toxicity, Yeast tox, Yeast tox inhibition %
1) Cc1cccc(CS(=O)(=O)Cc2ccc(C(=O)N3CCC4(CC3)OCCO4)o2)c1
→ 16.7, 4.5, -3.6, 4.5
2) O=c1[nH]c(=S)n(Cc2ccco2)c(O)c1C=NCc1cccs1
→ -2.0, -11.1, 3.0, -11.1
3) CCC(=NCc1ccco1)c1c(O)n(C2CCCCC2)c(=O)[nH]c1=O
→ 12.6, -14.8, -4.7, -14.8
4) CCN(CC)CCNC(=O)c1c(O)c2ccccc2n(Cc2ccccc2)c1=O
→ -1.7, -40.5, 14.1, -40.5
5) C=CCn1c(O)c(C=NCCN(C)C)c(=O)[nH]c1=O
→ 18.8, 16.7, -3.0, 16.7
6) CCC(=NCCCN(C)C)c1c(O)n(-c2ccc(OC)cc2)c(=O)[nH]c1=O
→ -9.6, 11.1, 17.1, 11.1
7) COc1ccc(C2SCC(=O)Nc3c2c(C)nn3C2CCOC(C)(C)C2)cc1 (stereo not given)
→ -11.1, -38.1, 34.3, -38.1
8) CN(C)CC#CCC(O)(c1ccccc1)C1CCCC1 (stereo not given)
→ 33.9, 13.5, 4.1, 13.5
9) CC(c1ccccc1)n1cncc1C(=O)N1CCCC1=O (stereo not given)
→ -2.9, ·, -4.0, 0.0
10) COc1cccc(-n2c(C)nc3ccccc3c2=O)c1
→ 15.4, -8.3, 2.8, -8.3
11) CNC(=O)ON(C(=O)NC)C1N(C)C(=S)SC1(C)C (stereo not given)
→ 13.4, 7.1, 4.0, 7.1
12) Cc1cccn2c(=O)c3c(nc12)N1CCc2ccccc2C1C1(C3)C(=O)NC(=O)N(C)C1=O (stereo not given)
→ 13.3, 11.1, -49.1, 11.1
13) COc1ccc(CCNCc2ccccn2)cc1OC
→ 19.4, -12.1, -3.1, -12.1
14) CCC(CC)N1CCN(C(=O)Cc2ccccc2)CC1
→ -0.4, ·, ·, ·
15) C=CCN1C(=O)C2(C(C(=O)OCC)=C(N)Oc3ccccc32)c2c1c1ccccc1oc2=O (stereo not given)
→ 5.1, -15.6, -5.2, -15.6
16) CCC12CN3CCN(CC(C3)/C1=N\O)C2
→ 6.9, ·, -0.9, 0.0
17) C=Cn1ccnc1P(=S)(c1nccn1C=C)c1nccn1C=C
→ 22.5, -14.3, -19.3, -14.3
18) CC(C)(C)c1nc(NCc2ccc3c(c2)OCO3)c2nnn(Cc3ccccc3Cl)c2n1
→ ·, ·, -8.1, 9.7
19) CC(C)C/C(=N/O)c1c[nH]c2ccccc12
→ ·, ·, -1.5, 20.0
20) CC(C)(C)c1ccc(O)c(CN2CCN(c3ccccc3)CC2)c1
→ 7.5, 3.5, 16.9, 3.5
21) CC12CN3CN(C1)CC(c1ccccc1)(C3)C2=O
→ 12.7, 3.9, -3.2, 3.9
22) Cn1c[n+](C)cc1C(O)c1ccccc1 (stereo not given)
→ 11.8, -4.8, -15.8, -4.8
23) CCCCn1c(O)c(C(CC)=NCc2ccco2)c(=O)[nH]c1=O
→ 5.9, -13.6, 14.5, -13.6
24) CN1CCN(c2ccc(C(N)=O)cc2N)CC1
→ 26.2, -7.7, 13.9, -7.7
25) COc1ccccc1/C=N/N=C(/N)N[N+](=O)[O-]
→ 15.6, 8.3, 20.4, 8.3
26) Cc1ccc2nc(-c3ccncc3)cc(C(=O)N3CCC4(CC3)OCCO4)c2c1
→ 7.9, -4.3, 4.0, -4.3
27) CCCCn1c(O)c(C(CC)=Nc2ccc(OCC)cc2)c(=O)[nH]c1=O
→ 12.4, 13.0, 6.9, 13.0
28) CC1=CC(=O)C2=C(C)CC(O)C3C(C)C(=O)OC3C12 (stereo not given)
→ 17.1, 7.4, 11.6, 7.4
29) CC(=O)Nc1ccccc1OC(=O)N(C)C
→ 11.8, ·, 2.4, 0.0
30) CCOC(=O)c1c(C)n(Cc2ccccc2)c2ccc(OCC(O)CN3C(=O)CNC3=O)cc12 (stereo not given)
→ 28.4, ·, 13.8, 0.0

# Profiles as entered above. Values in the order: Yeast eIF2B, Yeast eIF2B mutant toxicity, Yeast tox, Yeast tox inhibition %
# CNC(=O)ON(C(=O)NC)C1N(C)C(=S)SC1(C)C (stereo not given) is listed as 13.4, 7.1, 4.0, 7.1
# COc1ccccc1/C=N/N=C(/N)N[N+](=O)[O-] is listed as 15.6, 8.3, 20.4, 8.3

# (list continues)
# Below each SMILES – Yeast eIF2B, Yeast eIF2B mutant toxicity, Yeast tox, Yeast tox inhibition %
31) O=c1c2ccccc2nc(CN2CCCCCC2)n1-c1ccc(F)cc1
→ -0.4, 16.7, 12.4, 16.7
32) CCCCP(=O)(O)c1ccccc1
→ 1.1, -6.8, 10.0, -6.8
33) CN1CCC(N(C)c2nc(-c3ccccc3)nc3ccccc23)CC1
→ 9.8, ·, 10.0, 0.0
34) O=C(c1cc(-c2cccnc2)nc2ccc(Cl)cc12)N1CCC2(CC1)OCCO2
→ 40.0, ·, 17.4, 0.0
35) CCCCN1CCC(O)(c2ccccc2)C(C(=O)c2ccccc2)C1 (stereo not given)
→ 33.3, -3.1, 6.2, -3.1
36) COc1ccc(-n2c(=O)[nH]c3ccccc3c2=O)cc1
→ 13.0, 13.6, 14.1, 13.6
37) O=C(COc1ccccc1)N1CCN(C2CC3CCC2C3)CC1 (stereo not given)
→ 25.6, 3.9, 10.0, 3.9
38) O=C(c1ccccc1F)c1cn(CC(=O)N2CCCCC2)c2ccccc12
→ ·, ·, 6.9, 4.7
39) Cc1sc2ncn(CC(=O)N3CCC4(CC3)OCCO4)c(=O)c2c1C
→ 17.3, ·, 6.3, 0.0
40) CCC(=NCc1ccco1)c1c(O)n(-c2ccc(C)cc2)c(=O)[nH]c1=O
→ 5.2, -16.7, 1.5, -16.7
41) Cc1cccc(C)c1NC1=NCCCS1
→ -3.2, -2.0, 11.1, -2.0
42) O=P(/C(=N/O)N1CCOCC1)(N1CCOCC1)N1CCOCC1
→ 19.5, 27.6, 6.5, 27.6
43) CC(C)N1CCC2(CC1)NC(CO)(CO)CO2
→ 8.1, -18.9, -6.8, -18.9
44) COc1ccc(C(CC(=O)N2CCC3(CC2)OCCO3)NS(=O)(=O)c2ccc(C)cc2)cc1 (stereo not given)
→ 13.7, 10.3, -4.0, 10.3
45) CCOc1ccc(N=C2SCCCN2C)cc1
→ 9.3, 8.8, 2.3, 8.8
46) OC1(c2ccccc2F)CC2CCC(C1)N2CCN1CCOCC1 (stereo not given)
→ -8.6, 7.1, 24.4, 7.1
47) CN1CCN(CCC(C#N)(c2ccccc2)c2ccccc2)CC1
→ -16.6, 12.1, -11.7, 12.1
48) CN(C)C1(c2nnnn2CCOC(=O)Nc2ccc(Cl)cc2)CCCCC1
→ 13.6, 19.2, -7.1, 19.2
49) CC(=NCC1CCCO1)c1c(O)n(-c2ccc(Cl)cc2)c(=O)[nH]c1=O (stereo not given)
→ 18.3, 7.4, 2.9, 7.4
50) O=C(Cc1ccccc1)N1CCN(Cc2c[nH]c3ccccc23)CC1
→ 17.5, -4.0, 5.0, -4.0
51) Cc1c(C(=O)N2CCC3(CC2)OCCO3)oc2ccccc12
→ ·, ·, -15.6, -3.7
52) Cc1nnc(SCc2nc3ccccc3c(=O)n2-c2ccccc2Cl)n1N
→ -11.5, 9.5, 22.7, 9.5
53) CC(C)CNC(=O)c1c(N)n(Cc2ccc3c(c2)OCO3)c2nc3ccccc3nc12
→ ·, ·, -28.6, -7.9
54) COc1ccc(CCNCc2ccc(F)cc2)cc1OC
→ 13.6, 16.2, 1.1, 16.2
55) Cn1c(O)c(C=NCCN2CCNCC2)c(=O)n(C)c1=O
→ 24.9, -3.2, -1.3, -3.2
56) Cc1cccc(-n2c(C)nc3ccccc3c2=O)n1
→ -1.5, 11.4, -3.4, 11.4
57) FC(F)(F)C1=NC(C(F)(F)F)=NP(N2CCOCC2)(N2CCOCC2)=N1
→ 19.0, 11.1, 15.5, 11.1
58) O=c1[nH]c(=O)n(C2CCCCCC2)c(O)c1C=NCC1CCCO1 (stereo not given)
→ 13.7, ·, -8.3, 0.0
59) COc1cccc(N2CCN(Cc3ccc(Cl)cc3)CC2)c1
→ 14.5, -13.6, 8.1, -13.6

# Among those listed so far, 10 contain sulfur:
# Below each SMILES – Yeast eIF2B, Yeast eIF2B mutant toxicity, Yeast tox, Yeast tox inhibition %
1) Cc1cccc(CS(=O)(=O)Cc2ccc(C(=O)N3CCC4(CC3)OCCO4)o2)c1
→ 16.7, 4.5, -3.6, 4.5
2) O=c1[nH]c(=S)n(Cc2ccco2)c(O)c1C=NCc1cccs1
→ -2.0, -11.1, 3.0, -11.1
7) COc1ccc(C2SCC(=O)Nc3c2c(C)nn3C2CCOC(C)(C)C2)cc1 (stereo not given)
→ -11.1, -38.1, 34.3, -38.1
11) CNC(=O)ON(C(=O)NC)C1N(C)C(=S)SC1(C)C (stereo not given)
→ 13.4, 7.1, 4.0, 7.1
17) C=Cn1ccnc1P(=S)(c1nccn1C=C)c1nccn1C=C
→ 22.5, -14.3, -19.3, -14.3
39) Cc1sc2ncn(CC(=O)N3CCC4(CC3)OCCO4)c(=O)c2c1C
→ 17.3, ·, 6.3, 0.0
41) Cc1cccc(C)c1NC1=NCCCS1
→ -3.2, -2.0, 11.1, -2.0
44) COc1ccc(C(CC(=O)N2CCC3(CC2)OCCO3)NS(=O)(=O)c2ccc(C)cc2)cc1 (stereo not given)
→ 13.7, 10.3, -4.0, 10.3
45) CCOc1ccc(N=C2SCCCN2C)cc1
→ 9.3, 8.8, 2.3, 8.8
52) Cc1nnc(SCc2nc3ccccc3c(=O)n2-c2ccccc2Cl)n1N
→ -11.5, 9.5, 22.7, 9.5

# Some of the compounds tested. The share of hits here may be higher or lower than overall.
